High-throughput results as filed in PubChem.
STAT1 activator – activators of IFN-gamma induced STAT1 signaling; NIH 3T3 STAT1-luciferase reporter, luminescence; 100% = IFN-gamma alone, no compound; activation (% of control), % at 5.5 µM; actives 2.6% (n = 200,000); AID 932;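 active means activation above the screen-wide mean activation plus 3 SD, cut at about 130% in these data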;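 further: raw ratio to IFN-gamma control signal so 100% means no change and 0% no light; values of inactives mirror those of a sister screen read the other way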
STAT3 act – STAT3 signaling activation | U3A cells, IL-6 STAT3-luciferase reporter, luminescence; 100% = signal with IL-6 EC80 alone | AID 871 | activation (% of control), % at 5.6 µM | actives 0.91% (n = 190,000);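 active means activation above the screen-wide mean of compound activation plus 3 SD, cut at about 130% in these data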;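 further: 0% = background luminescence of wells with medium and substrate only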
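Test system: STAT3-luciferase reporter U3A cells; Detection: reporter luminescence signal; Times: 1 h compound pre-exposure, 6 h IL-6 stimulation, 37 °C; Benchmarks: IL-6-only high control; Also added: IL-6 stimulus at 33 ng/mL final.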
Hsp70 act – Hsp70 transcriptional activation, primary screen. AID 1203. activation, % at 10 µM. HeLa Hsp70 promoter luciferase reporter, luminescence; scaled: vehicle 0, proteasome-inhibitor control 100%. actives 0.04% (n = 200,000);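 active means activation above the mean across all tested compounds plus 3 SD, cutoff set per campaign, cut at about 5.5% in these data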;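 further: 100% = MG132 at 30 µM as the positive control and 0% = DMSO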
APP 5'UTR act – activates APP 5'UTR luciferase reporter. SH-SY5Y APP 5'UTR luciferase reporter, luminescence; zero percent = DMSO vehicle wells. activation, % at 2 µM. actives 1% (n = 190,000);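 active means activation above a set limit, based on mean plus 3 SD of controls, cut at about 140% in these data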; further: values of inactives mirror those of a sister screen read the other way
DTT redox prof – compounds producing H2O2 with reducing agent – biochemical, NIH compound library profiling, artefact control for MLSCN library redox annotation, primary screen; DTT-dependent redox cycling H2O2, phenol red/HRP absorbance; 100% = 100 µM peroxide control, 0% = buffer; activation, % at 10 µM; actives 0.03% (n = 200,000); AID 878;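 active means activation of at least 50% relative to the plate's high and low controls in the primary single-dose screen; inactive means activation below 50%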;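 further: compound incubated with DTT at 0.8 mM final as the reducing agent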
TLR4 MyD88 comp – inhibitors of human TLR4-MyD88 binding | HeLa CL3-4 TLR4/MyD88 BLA complementation, FRET ratio | inhibition, % at 8.4 µM | actives 0.18% (n = 200,000); in the data active means inhibition above about 25%;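 further: 0% = vehicle and 100% = reference inhibitor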
Target sequence (O00206 whole entry, looked up): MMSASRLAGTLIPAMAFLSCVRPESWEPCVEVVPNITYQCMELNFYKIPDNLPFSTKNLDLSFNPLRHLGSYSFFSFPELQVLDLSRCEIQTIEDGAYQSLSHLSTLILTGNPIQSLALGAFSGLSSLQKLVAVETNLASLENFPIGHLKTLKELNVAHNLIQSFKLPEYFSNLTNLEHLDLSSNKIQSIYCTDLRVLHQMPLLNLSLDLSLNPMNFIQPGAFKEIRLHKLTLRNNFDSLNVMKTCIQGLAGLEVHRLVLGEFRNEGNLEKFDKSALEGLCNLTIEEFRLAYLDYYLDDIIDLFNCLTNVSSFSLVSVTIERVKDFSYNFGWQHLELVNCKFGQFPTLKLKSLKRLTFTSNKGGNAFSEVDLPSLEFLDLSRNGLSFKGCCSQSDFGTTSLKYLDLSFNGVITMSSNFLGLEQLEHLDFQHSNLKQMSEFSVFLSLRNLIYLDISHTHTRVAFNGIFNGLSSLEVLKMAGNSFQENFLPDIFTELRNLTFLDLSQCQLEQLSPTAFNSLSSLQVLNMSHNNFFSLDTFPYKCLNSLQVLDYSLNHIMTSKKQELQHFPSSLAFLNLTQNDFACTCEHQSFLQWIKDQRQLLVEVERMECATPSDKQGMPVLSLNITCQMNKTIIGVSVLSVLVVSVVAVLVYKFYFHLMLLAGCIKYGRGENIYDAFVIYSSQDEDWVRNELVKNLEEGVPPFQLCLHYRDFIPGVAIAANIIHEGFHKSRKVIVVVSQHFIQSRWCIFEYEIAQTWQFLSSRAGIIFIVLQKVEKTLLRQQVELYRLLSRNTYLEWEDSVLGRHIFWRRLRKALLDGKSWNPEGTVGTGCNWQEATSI
Target sequence (Q99836 whole entry, looked up): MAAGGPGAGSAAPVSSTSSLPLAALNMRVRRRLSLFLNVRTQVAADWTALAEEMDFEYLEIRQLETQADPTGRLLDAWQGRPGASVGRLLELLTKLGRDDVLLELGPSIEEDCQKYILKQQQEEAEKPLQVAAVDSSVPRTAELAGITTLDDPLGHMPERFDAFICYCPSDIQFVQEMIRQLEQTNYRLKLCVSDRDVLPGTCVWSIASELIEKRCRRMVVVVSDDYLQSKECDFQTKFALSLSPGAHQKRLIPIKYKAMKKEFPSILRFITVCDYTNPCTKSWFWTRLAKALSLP
STAT3 blocker – reduces IL-6 driven STAT3 reporter signal | U3A cells, IL-6 STAT3-luciferase reporter, luminescence; host cell line lacks STAT1 | inhibition, % at 5.5 µM | actives 0.89% (n = 190,000) | AID 862;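 active means inhibition above the mean inhibition across all screened compounds plus 3 SD, cut at about 44% in these data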;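 further: 0% = DMSO only wells and 100% = 100 µM nifuroxazide control wells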
HMGR II inh – E. faecalis class II HMG-CoA reductase inhibition. actives 0.41% (n = 190,000). purified E. faecalis HMGR, NADPH absorbance 340 nm kinetic. inhibition, % at 10 µM. AID 1066;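 active means inhibition above a set limit, the median over all tested compounds plus 3 SD, cut at about 9.5% in these data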;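 further: enzyme runs in reverse so mevalonate oxidation gives rising NADPH absorbance; 0% = complete reaction with DMSO and 100% = background rate lacking mevalonate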
STAT1 inh – STAT1 signaling inhibition; inhibition, % at 5.5 µM; NIH 3T3 STAT1-luciferase reporter, IFN-gamma, luminescence; actives 0.35% (n = 200,000); AID 920;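 active means inhibition above a set limit, the mean inhibition across all tested compounds plus 3 SD, cut at about 34% in these data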;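 further: 0% = IFN-gamma with DMSO and 100% = IFN-gamma with 300 µM nifuroxazide; values of inactives mirror those of a sister screen read the other way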
NF-kB neuron act – raises NF-kB expression in human neuronal cells; fold change at 12.5 µM; NF-kB reporter expression; hits give high values; actives 1.6% (n = 190,000); AID 1239; in the data active means fold change above about 3.3
* marks the source's active call; other numbers are inactive results.

How did O=C(c1ccccc1)C(Nc1ccccn1)c1ccccc1 (configuration not stated) do in these assays?
STAT1 activator: 93; STAT3 act: 105; Hsp70 act: -0.4; APP 5'UTR act: -8; DTT redox prof: -1.7; TLR4 MyD88 comp: 3; STAT3 blocker: -2; HMGR II inh: -8; STAT1 inh: 7; NF-kB neuron act: 0.93

Results for CC(=O)CCc1c(C)c2cccc(C)c2[nH]c1=O ?
STAT1 activator: 103; STAT3 act: 99; Hsp70 act: -0.2; APP 5'UTR act: -7; DTT redox prof: -2.7; TLR4 MyD88 comp: 10; STAT3 blocker: 8; HMGR II inh: -1; STAT1 inh: -2; NF-kB neuron act: 1

Results for O=C(O)Cc1ccc(N=Cc2c(O)ccc3ccccc23)cc1 ?
STAT1 activator: 85; STAT3 act: 113; Hsp70 act: -0.2; APP 5'UTR act: -4; DTT redox prof: 0.3; TLR4 MyD88 comp: 3; STAT3 blocker: -14; HMGR II inh: 3; STAT1 inh: 17; NF-kB neuron act: 1.1

What do the screens show for `Cn1c(SCc2nc(-c3ccc(Br)cc3)no2)nnc1-c1ccco1`?
STAT1 activator: 102; STAT3 act: 95; Hsp70 act: -0.3; APP 5'UTR act: 5; DTT redox prof: -0.5; TLR4 MyD88 comp: 7; STAT3 blocker: 9; HMGR II inh: 0; STAT1 inh: -3; NF-kB neuron act: 1.1

What do the screens show for `C=CCn1c(SCc2ccccc2C#N)nnc1-c1cc(Br)ccc1O`?
STAT1 activator: 103; STAT3 act: 106; Hsp70 act: -0.2; APP 5'UTR act: 1; DTT redox prof: 1.7; TLR4 MyD88 comp: 6; STAT3 blocker: -3; HMGR II inh: -9; STAT1 inh: -3; NF-kB neuron act: 0.69

Results for C/C(=N/NC(=O)C(=O)N/N=C(/C)c1ccccc1)c1ccccc1 ?
STAT1 activator: 114; STAT3 act: 96; Hsp70 act: -0.1; APP 5'UTR act: 3; DTT redox prof: -1.0; TLR4 MyD88 comp: -4; STAT3 blocker: 7; HMGR II inh: -4; STAT1 inh: -15; NF-kB neuron act: 1.1

How did COC(=O)c1ccc(CSc2nc(N3CCOCC3)c3c(c2C#N)CC(C)(C)OC3)o1 do in these assays?
STAT1 activator: 101; STAT3 act: 113; Hsp70 act: -0.1; APP 5'UTR act: 2; DTT redox prof: 1.7; TLR4 MyD88 comp: 11; STAT3 blocker: -12; HMGR II inh: -3; STAT1 inh: -1; NF-kB neuron act: 1

What do the screens show for `CC(C)NC(=O)NC(=O)COC(=O)Cc1c(F)cccc1Cl`?
STAT1 activator: 95; STAT3 act: 89; Hsp70 act: 0.4; APP 5'UTR act: 10; DTT redox prof: -0.1; TLR4 MyD88 comp: -4; STAT3 blocker: 17; HMGR II inh: 2; STAT1 inh: 5; NF-kB neuron act: 1.1

What do the screens show for `CCOC(=O)C1=C(C)Nc2sc(C(=O)c3ccc(OC)cc3)c(N)c2C1c1ccc(C(=O)OC)cc1` (configuration not stated)?
STAT1 activator: 92; STAT3 act: 103; Hsp70 act: -0.4; APP 5'UTR act: 10; DTT redox prof: 0.2; TLR4 MyD88 comp: 10; STAT3 blocker: 0; HMGR II inh: -3; STAT1 inh: 9; NF-kB neuron act: 0.51

What do the screens show for `CC/C(C)=N\NC(=O)CNC(=O)c1ccc(Cl)cc1Cl`?
STAT1 activator: 103; STAT3 act: 106; Hsp70 act: -0.1; APP 5'UTR act: 12; DTT redox prof: 0.1; TLR4 MyD88 comp: -10; STAT3 blocker: 2; HMGR II inh: 7; STAT1 inh: -2; NF-kB neuron act: 1.1

Results for O=C(N=Nc1c(O)[nH]c2ccccc12)c1ccccc1NS(=O)(=O)c1cccs1 ?
STAT1 activator: 102; STAT3 act: 87; Hsp70 act: -0.3; APP 5'UTR act: 10; DTT redox prof: -0.7; TLR4 MyD88 comp: 7; STAT3 blocker: 17; HMGR II inh: -2; STAT1 inh: -3; NF-kB neuron act: 1.2

Results for O=C(c1ccc(-c2cccc(Cl)c2)o1)N1CCN(c2ccc([N+](=O)[O-])cc2)CC1 ?
STAT1 activator: 101; STAT3 act: 102; Hsp70 act: -0.2; APP 5'UTR act: 1; DTT redox prof: 3.0; TLR4 MyD88 comp: 9; STAT3 blocker: -4; HMGR II inh: -2; STAT1 inh: -1; NF-kB neuron act: 0.95

How did CCCCOC(=O)c1cc(C)nc2ccc(Br)cc12 do in these assays?
STAT1 activator: 99; STAT3 act: 98; Hsp70 act: -0.3; APP 5'UTR act: -2; DTT redox prof: 0.2; TLR4 MyD88 comp: 1; STAT3 blocker: -1; HMGR II inh: 1; STAT1 inh: 1; NF-kB neuron act: 0.98

What do the screens show for `Cn1c(C(=O)NCc2ccc3c(c2)OCO3)cc2sccc21`?
STAT1 activator: 104; STAT3 act: 95; Hsp70 act: 0.1; APP 5'UTR act: 4; DTT redox prof: 1.3; TLR4 MyD88 comp: 6; STAT3 blocker: 9; HMGR II inh: -4; STAT1 inh: -5; NF-kB neuron act: 1.4

How did CC(=O)c1csc(-c2ccccc2)n1 do in these assays?
STAT1 activator: 103; STAT3 act: 99; Hsp70 act: 0.1; APP 5'UTR act: -7; DTT redox prof: -1.1; TLR4 MyD88 comp: -9; STAT3 blocker: 11; HMGR II inh: -4; STAT1 inh: -3; NF-kB neuron act: 1.4

Results for Cc1occc1C(=O)NC1CCCc2ccccc21 (configuration not stated) ?
STAT1 activator: 94; STAT3 act: 90; Hsp70 act: -0.5; APP 5'UTR act: 0; DTT redox prof: 1.1; TLR4 MyD88 comp: -2; STAT3 blocker: 15; HMGR II inh: -4; STAT1 inh: 6; NF-kB neuron act: 1.1

How did C=CCc1cccc2cc(NC(C)=O)c(=O)oc12 do in these assays?
STAT1 activator: 102; STAT3 act: 95; Hsp70 act: -0.2; APP 5'UTR act: -2; DTT redox prof: 1.3; TLR4 MyD88 comp: -4; STAT3 blocker: 9; HMGR II inh: -6; STAT1 inh: -6; NF-kB neuron act: 1.1

What do the screens show for `COc1ccccc1NC(=O)CC1SC(=N)N(c2ccccc2)C1=O` (configuration not stated)?
STAT1 activator: 94; STAT3 act: 93; Hsp70 act: 0.4; APP 5'UTR act: -1; DTT redox prof: -0.3; TLR4 MyD88 comp: -5; STAT3 blocker: 14; HMGR II inh: 0; STAT1 inh: 6; NF-kB neuron act: 1

How did COC(=O)c1ccc2c(c1)C(C)(C)C(/C=C/c1ccc(OC)c(OC)c1OC)=[N+]2C do in these assays?
STAT1 activator: 107; STAT3 act: 91; Hsp70 act: -0.4; APP 5'UTR act: -29; DTT redox prof: 2.2; TLR4 MyD88 comp: 15; STAT3 blocker: 14; HMGR II inh: -2; STAT1 inh: -7; NF-kB neuron act: 2.3

How did CCc1ccc(NC(=O)N(CCOC)C2CCN(C(C)=O)CC2)cc1 do in these assays?
STAT1 activator: 98; STAT3 act: 100; Hsp70 act: -0.1; APP 5'UTR act: -3; DTT redox prof: 0.1; TLR4 MyD88 comp: 4; STAT3 blocker: 4; HMGR II inh: -4; STAT1 inh: 2; NF-kB neuron act: 1.1

How did COc1ccc(CNC(=O)C(C#N)c2nc3ccccc3nc2N2CCN(C)CC2)cc1 (configuration not stated) do in these assays?
STAT1 activator: 97; STAT3 act: 95; Hsp70 act: -0.6; APP 5'UTR act: 2; DTT redox prof: -0.4; TLR4 MyD88 comp: 5; STAT3 blocker: 14; HMGR II inh: -5; STAT1 inh: 3; NF-kB neuron act: 0.91

What do the screens show for `Cc1nc(N)nc(-c2ccccc2O)n1`?
STAT1 activator: 100; STAT3 act: 102; Hsp70 act: -0.2; APP 5'UTR act: 8; DTT redox prof: 0.2; TLR4 MyD88 comp: 0; STAT3 blocker: 2; HMGR II inh: -6; STAT1 inh: -1; NF-kB neuron act: 1.1

Results for COc1ccc(OC)c(NC(=S)NCCCN2CCOCC2)c1 ?
STAT1 activator: 95; STAT3 act: 95; Hsp70 act: -0.3; APP 5'UTR act: -11; TLR4 MyD88 comp: -9; STAT3 blocker: 6; HMGR II inh: -4; STAT1 inh: 6; NF-kB neuron act: 1.3

What do the screens show for `CN(C(=S)Nc1ccc(Oc2ccccc2)cc1)c1ccc(O)cc1`?
STAT1 activator: 99; STAT3 act: 106; Hsp70 act: 0.1; APP 5'UTR act: 0; DTT redox prof: -0.4; TLR4 MyD88 comp: -18; STAT3 blocker: 2; HMGR II inh: 1; STAT1 inh: 1; NF-kB neuron act: 1.2

How did COc1ccc(NS(=O)(=O)c2cc(C)ccc2NC(=O)c2cc(C)oc2C)cc1 do in these assays?
STAT1 activator: 93; STAT3 act: 107; Hsp70 act: -0.1; APP 5'UTR act: -95; DTT redox prof: 2.0; TLR4 MyD88 comp: 3; STAT3 blocker: -5; HMGR II inh: -2; STAT1 inh: 8; NF-kB neuron act: 2.5

Results for Cc1cc(C)nc(SCCn2c(N(C)Cc3ccccc3)nc3c2c(=O)n(C)c(=O)n3C)n1 ?
STAT1 activator: 90; STAT3 act: 114; Hsp70 act: -0.2; APP 5'UTR act: -10; DTT redox prof: 1.6; TLR4 MyD88 comp: -11; STAT3 blocker: -11; HMGR II inh: -9; STAT1 inh: 11; NF-kB neuron act: 0.45

What do the screens show for `Cc1ccc(SCCC(=O)NCc2ccco2)cc1`?
STAT1 activator: 98; STAT3 act: 103; Hsp70 act: -0.1; APP 5'UTR act: 19; DTT redox prof: -0.5; TLR4 MyD88 comp: 2; STAT3 blocker: -1; HMGR II inh: -5; STAT1 inh: 2; NF-kB neuron act: 1.2

How did COc1cc(OC)cc(C(=O)NC(=S)Nc2ccc3c4c(cccc24)CC3)c1 do in these assays?
STAT1 activator: 111; STAT3 act: 99; Hsp70 act: -0.3; APP 5'UTR act: -11; DTT redox prof: 1.7; TLR4 MyD88 comp: 5; STAT3 blocker: 10; HMGR II inh: 4; STAT1 inh: -9; NF-kB neuron act: 0.66

How did CCn1c(SCc2nc3ccccc3[nH]2)nnc1-c1cnccn1 do in these assays?
STAT1 activator: 97; STAT3 act: 110; Hsp70 act: 0.0; APP 5'UTR act: 18; DTT redox prof: 1.1; TLR4 MyD88 comp: 3; STAT3 blocker: -6; HMGR II inh: -2; STAT1 inh: 3; NF-kB neuron act: 1.2

Results for Cc1ccccc1OCC(O)Cn1c(NCc2ccccc2)nc2c1c(=O)[nH]c(=O)n2C (configuration not stated) ?
STAT1 activator: 100; STAT3 act: 99; Hsp70 act: 0.1; APP 5'UTR act: -6; DTT redox prof: 1.6; TLR4 MyD88 comp: -16; STAT3 blocker: 6; HMGR II inh: 0; STAT1 inh: 0; NF-kB neuron act: 1

What do the screens show for `CCOC(=O)CSc1ncnc2c1cnn2-c1ccc(C)cc1`?
STAT1 activator: 104; STAT3 act: 83; Hsp70 act: -0.3; APP 5'UTR act: -1; DTT redox prof: 0.4; TLR4 MyD88 comp: 15; STAT3 blocker: 23; HMGR II inh: -1; STAT1 inh: -4; NF-kB neuron act: 1.4

An unsorted share of the library; any-hit rate near 5.6%.
